# Screening results deposited in PubChem BioAssay by several laboratories.
# Bim-Bcl-B = human Bim-Bcl-B interaction inhibition | Q9HD36 | bead-based flow cytometry, Bim peptide-Bcl-B binding | inhibition, % at 10 µM | 190,000 compounds, 0.073% hits | AID 951;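 further: 0% = tracer peptide without compound and 100% = reference inhibitor peptide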
# Target sequence (Q9HD36 whole entry, looked up): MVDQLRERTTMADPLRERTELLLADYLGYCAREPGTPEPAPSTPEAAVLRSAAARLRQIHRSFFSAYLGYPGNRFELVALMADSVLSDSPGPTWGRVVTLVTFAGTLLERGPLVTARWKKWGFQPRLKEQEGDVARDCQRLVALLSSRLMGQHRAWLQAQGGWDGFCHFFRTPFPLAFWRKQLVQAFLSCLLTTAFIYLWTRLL
# RGS4-Gao reg = modulates binding of RGS4 to human Galphao; Multiplexed bead flow cytometry; actives lie on both sides; AID 1415; P09471; binding response (% of control), % at 10 µM; 220,000 compounds, 0.33% hits; in the data active means binding response below about 49% or above about 150%; inactive means in between;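 further: fluorescent Galphao activated with aluminum fluoride binding bead-coupled RGS4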
# Bim-Bfl-1 = inhibitors of Bim-Bfl-1 interaction, human; Q16548; Bead-based flow cytometry, Bim-Bfl-1 binding inhibition; inhibition, % at 10 µM; 190,000 compounds, 0.12% hits; AID 1008;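 further: 0% = wells without compound plus tracer and 100% = blocker peptide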
# Bim-Bcl-2 = disrupts Bim peptide binding to human Bcl-2. inhibition, % at 10 µM. P10415. 190,000 compounds, 0.06% hits. Bead-based flow cytometry, Bim peptide-Bcl-2 binding; in the data active means inhibition above about 40%; inconclusive means no clear call, values can overlap the other calls;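 further: 0% = no compound wells with probe peptide and 100% = reference peptide inhibitor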
# Target sequence (P10415 whole entry, looked up): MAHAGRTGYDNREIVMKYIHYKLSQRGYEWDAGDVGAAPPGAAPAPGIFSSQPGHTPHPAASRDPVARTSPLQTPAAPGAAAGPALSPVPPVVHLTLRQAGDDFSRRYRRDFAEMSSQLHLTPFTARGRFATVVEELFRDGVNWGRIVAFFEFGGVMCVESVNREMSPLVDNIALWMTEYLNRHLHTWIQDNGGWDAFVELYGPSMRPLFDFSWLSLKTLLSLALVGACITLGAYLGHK
# Mcl1 Noxa PPI = disrupts binding of human Mcl-1 to Noxa peptide. TR-FRET Mcl-1/Noxa peptide binding, 2 h. inhibition, % at 21.7 µM. 220,000 compounds, 1.5% hits. AID 1022;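 active means compounds that cut the protein-peptide binding signal by more than 50% relative to plate controls in a single-dose test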;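 further: His-tagged Mcl-1 with rhodamine Noxa BH3 peptide and terbium anti-His antibody; 0% = Mcl-1 plus Noxa peptide wells and 100% = peptide-only wells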
# RGS7-Gao = modulates binding of RGS7 to human Galphao; P09471; Multiplexed bead flow cytometry; actives lie on both sides; binding response (% of control), % at 10 µM; 220,000 compounds, 0.35% hits; AID 1439; in the data active means binding response below about 49% or above about 150%; inconclusive means no clear call, values can overlap the other calls; inactive means in between;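 further: fluorescent Galphao held in activated GDP-AlF4 state binding bead-coupled RGS7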
# Mcl1 Bid PPI = Mcl-1/Bid interaction inhibition; TR-FRET Mcl-1/Bid-Dy647 peptide binding, 1536-well; Q07820; inhibition, % at 21.7 µM; 220,000 compounds, 0.97% hits;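 active means compounds that cut the binding signal by more than half at the single screening dose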;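 further: His-tagged Mcl-1 with europium anti-His antibody binding Bid BH3 peptide; 0% = Mcl-1 plus peptide wells and 100% = peptide-only wells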
# Bcl-W Bim block = human Bim-Bcl-W interaction inhibition | bead-based flow cytometry, Bim peptide-Bcl-W binding | inhibition, % at 10 µM | 190,000 compounds, 0.02% hits;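 further: 0% = bound tracer without compound and 100% = peptide blocker; higher means less fluorescent Bim peptide bound to Bcl-W beads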
# Target sequence (Q92843 whole entry, looked up): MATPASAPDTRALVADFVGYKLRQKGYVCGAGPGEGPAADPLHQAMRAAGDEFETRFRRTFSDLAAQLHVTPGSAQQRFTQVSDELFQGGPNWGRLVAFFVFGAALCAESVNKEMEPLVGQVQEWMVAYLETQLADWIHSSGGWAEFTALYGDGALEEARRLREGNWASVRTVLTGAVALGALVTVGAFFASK
# RGS8-Gao reg = human RGS8-Galphao interaction regulation; multiplexed bead flow cytometry, RGS8-Galphao binding; actives lie on both sides; response (percent of control binding), % at 10 µM; 220,000 compounds, 0.34% hits; AID 1423; in the data active means response below about 60% or above about 140%; inactive means in between;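 further: Galphao activated as the GDP aluminium fluoride complex binding bead-coupled RGS8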
# Mcl-1 Bim block = human Bim-Mcl-1 interaction inhibition | Q07820 | Bead-based flow cytometry, Bim peptide-Mcl-1 binding | inhibition, % at 10 µM | 190,000 compounds, 0.1% hits;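 further: 0% = no compound tracer wells and 100% = peptide blocker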
# Bim-Bcl-XL = disrupts Bim peptide binding to human Bcl-XL; AID 1007; Q07817; 190,000 compounds, 0.04% hits; inhibition, % at 10 µM; bead flow cytometry, fluorescence
# Target sequence (Q07817 whole entry, looked up): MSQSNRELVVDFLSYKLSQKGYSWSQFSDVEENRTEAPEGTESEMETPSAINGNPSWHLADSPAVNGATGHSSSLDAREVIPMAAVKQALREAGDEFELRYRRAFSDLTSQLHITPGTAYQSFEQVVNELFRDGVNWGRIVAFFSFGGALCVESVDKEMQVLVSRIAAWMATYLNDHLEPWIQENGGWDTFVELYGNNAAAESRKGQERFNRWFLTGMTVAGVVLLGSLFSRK
# Numbers without * were called inactive; ? = inconclusive; · = not tested or not shown. Unless noted, no stated cut-off is given here; in the data, active means inhibition above about 40%. Rows are unselected; about 2.7% have a hit in one of these screens.
SMILES,Bim-Bcl-B,RGS4-Gao reg,Bim-Bfl-1,Bim-Bcl-2,Mcl1 Noxa PPI,RGS7-Gao,Mcl1 Bid PPI,Bcl-W Bim block,RGS8-Gao reg,Mcl-1 Bim block,Bim-Bcl-XL
CCCCC(NC(C)=O)c1nc2ccccc2n1CCCC (centres undefined),-10,97,-11,-6,2,102,-12,-2,98,-1,-2
COc1cc(OC)c(OC)cc1/C=C1/C(=O)N=C(N)N1C,-1,104,0,0,-25,?,-70,-2,101,-2,-2
COc1ccc(-c2nnc(SCc3nnc(-c4ccccc4)o3)n2C)cc1OC,-10,107,-9,-8,3,104,-4,-3,105,20,-18
COC(=O)c1ccc(Cn2cc(Cl)cn2)o1,·,107,·,·,-11,?,-21,·,102,·,·
CS(=O)(=O)N1CCN(c2ccccc2NC(=O)c2ccc(-c3ccc(Br)cc3)o2)CC1,-8,101,-9,-10,-24,104,-45,4,102,0,-4
CCOC(=O)c1c(C)c(C(=O)N2CCN(c3cccc(Cl)c3)CC2)c(C)n1C,-9,102,-12,-16,6,108,-16,2,99,-5,-5
Cc1nn(-c2ccccc2)c(Cl)c1C(=O)NC1CCCCC1,-2,100,-8,-4,-10,100,-16,0,104,-1,-2
COc1cc(C)ccc1OCCCCOc1ccccc1C(C)=O,-10,105,-13,-6,-7,102,-16,-2,100,0,-8
CCOc1ccc2c(c1)C(c1ccccc1)=NNC(c1ccccc1)=N2,-43,115,-31,-31,-8,106,3,-35,106,-37,-32
Cc1cc(N/N=C/c2cccc(Br)c2)nc2ccccc12,-9,101,0,4,22,106,-15,-2,103,-4,0
COc1ccc([N+](=O)[O-])cc1NC(=S)Nc1ccccc1,-5,95,-3,-3,27,98,-80,-2,88,-5,2
Cc1cc(Oc2ccc(-c3ccccc3)cc2)nc(N2CCOCC2)n1,-4,101,-2,-2,-8,100,0,0,98,-3,-2
COc1ccc(N2CCN(Cc3oc(CO)cc(=O)c3O)CC2)cc1,-4,87,-13,-4,-10,86,-98,2,93,16,-1
Cc1ccc(-c2nc(SCC(=O)NCCN3C(=O)CSC3=O)[nH]c2-c2ccc(C)cc2)cc1,-13,97,-21,-7,8,98,-1,-1,100,-5,-6
COc1ccc(/C=C/C(=O)NCCOc2ccc(C)cc2)cc1,-6,102,0,-3,0,101,1,-1,105,-2,-6
Cc1cc(C)n2cc(CSc3ccc(Br)cc3)nc2n1,-1,104,-5,-1,-16,102,-14,-2,102,0,-1
CCn1cc(C(=O)O)c(=O)c2cc(F)c(N3CCN(C(=S)NC(=O)c4cccc(C)c4)CC3)cc21,·,97,·,·,-101,?,-47,·,98,·,·
c1ccc(-c2csc3ncnc(NCCN4CCOCC4)c23)cc1,-7,105,-4,-4,9,100,35,-3,103,-5,-5
CC(=O)c1ccc(NC(=S)N2c3ccccc3CC2C)cc1 (centres undefined),-4,99,0,-4,37,96,-35,0,99,-7,0
CCOC(=O)C1=C(O)C(=O)N(c2ccccc2)C1c1cccc([N+](=O)[O-])c1 (centres undefined),·,98,·,·,-15,?,-101,·,96,·,·

# Reprinted from the entries so far for reference:
SMILES,Bim-Bcl-B,RGS4-Gao reg,Bim-Bfl-1,Bim-Bcl-2,Mcl1 Noxa PPI,RGS7-Gao,Mcl1 Bid PPI,Bcl-W Bim block,RGS8-Gao reg,Mcl-1 Bim block,Bim-Bcl-XL
CCCCC(NC(C)=O)c1nc2ccccc2n1CCCC (centres undefined),-10,97,-11,-6,2,102,-12,-2,98,-1,-2
COc1cc(OC)c(OC)cc1/C=C1/C(=O)N=C(N)N1C,-1,104,0,0,-25,?,-70,-2,101,-2,-2
COc1ccc(-c2nnc(SCc3nnc(-c4ccccc4)o3)n2C)cc1OC,-10,107,-9,-8,3,104,-4,-3,105,20,-18
COC(=O)c1ccc(Cn2cc(Cl)cn2)o1,·,107,·,·,-11,?,-21,·,102,·,·
CS(=O)(=O)N1CCN(c2ccccc2NC(=O)c2ccc(-c3ccc(Br)cc3)o2)CC1,-8,101,-9,-10,-24,104,-45,4,102,0,-4
CCOC(=O)c1c(C)c(C(=O)N2CCN(c3cccc(Cl)c3)CC2)c(C)n1C,-9,102,-12,-16,6,108,-16,2,99,-5,-5
Cc1nn(-c2ccccc2)c(Cl)c1C(=O)NC1CCCCC1,-2,100,-8,-4,-10,100,-16,0,104,-1,-2
COc1cc(C)ccc1OCCCCOc1ccccc1C(C)=O,-10,105,-13,-6,-7,102,-16,-2,100,0,-8
CCOc1ccc2c(c1)C(c1ccccc1)=NNC(c1ccccc1)=N2,-43,115,-31,-31,-8,106,3,-35,106,-37,-32
Cc1cc(N/N=C/c2cccc(Br)c2)nc2ccccc12,-9,101,0,4,22,106,-15,-2,103,-4,0
COc1ccc([N+](=O)[O-])cc1NC(=S)Nc1ccccc1,-5,95,-3,-3,27,98,-80,-2,88,-5,2
Cc1cc(Oc2ccc(-c3ccccc3)cc2)nc(N2CCOCC2)n1,-4,101,-2,-2,-8,100,0,0,98,-3,-2
COc1ccc(N2CCN(Cc3oc(CO)cc(=O)c3O)CC2)cc1,-4,87,-13,-4,-10,86,-98,2,93,16,-1

# Next part
SMILES,Bim-Bcl-B,RGS4-Gao reg,Bim-Bfl-1,Bim-Bcl-2,Mcl1 Noxa PPI,RGS7-Gao,Mcl1 Bid PPI,Bcl-W Bim block,RGS8-Gao reg,Mcl-1 Bim block,Bim-Bcl-XL
COc1cc(CSc2nnnn2-c2ccc(C)cc2)cc(OC)c1OC,-1,95,-1,0,5,100,-3,0,102,0,-2
CCOC(=O)c1cnc2nc(NCc3ccc(OCc4ccccc4)cc3)[nH]n2c1=O,0,108,-3,-1,6,101,12,-4,104,-4,-5
COc1ccc(NC(=O)C2CC(=O)NC(Nc3cccc(C)c3)=N2)cc1 (centres undefined),-10,101,-15,-7,·,101,-21,-5,101,-5,-18
CCc1ccccc1NC(=O)c1ccc(CN2CCC(Cc3ccccc3)CC2)cc1,-6,105,-9,-6,2,102,-22,-1,101,-1,-3
COc1ccc(N(CC(O)Cn2c(C)nc3ccccc32)S(=O)(=O)c2ccccc2)cc1 (centres undefined),-6,100,-2,-5,10,99,6,-2,114,-3,-5
CC(=O)Nc1ccc(NC(=O)CCSCCc2ccccn2)cc1,-5,99,-6,-2,17,101,-34,0,97,-3,-5
O=C(Nc1ccccc1O)c1c(O)c2c([nH]c1=O)CCCC2,0,97,-6,-3,13,98,-25,0,102,0,-4
Fc1cccc(CSc2ccc3nnc(-c4cccnc4)n3n2)c1,6,100,-1,-1,16,103,3,1,102,2,9
CCc1cc(-c2n[nH]c(=S)n2-c2cccc(C)c2)cs1,-4,105,0,-4,27,103,-48,1,81,-8,0
O=C(NC1CCCCC1)NC1CC2CCC(C1)N2C(=O)NCc1ccccc1 (centres undefined),-1,101,0,0,-3,101,4,0,101,1,-1
CSCCC(NC(=O)c1ccccc1)C(=O)NCc1ccco1 (centres undefined),-2,101,-1,-1,1,98,-22,-2,100,-3,-4
Cc1ccc(N=Cc2c(O)cc(C)oc2=O)c(C)c1,5,93,4,-5,4,?,2,-4,95,-1,0
CCCOC(=O)Nc1ccccc1C(N)=O,-1,103,0,0,-8,102,-30,2,103,0,0
COc1ccc(OC)c(N2C(=O)[C@@H]3C(c4ccccc4Cl)=NO[C@@H]3C2=O)c1,0,96,2,-3,59*,90,-40,2,99,2,1
CN1C(=O)C(O)(C2COC(C)(C)CC2=O)c2cc(Br)ccc21 (centres undefined),-11,97,-17,-11,1,93,-28,0,96,-4,-8
FC(F)(F)c1ccc(Oc2ccccc2Cl)nc1,-4,104,-6,-5,15,99,-5,2,101,0,0
CC(=O)Nc1ncc(Cc2cccc(Cl)c2Cl)s1,-1,100,5,-1,17,103,-13,-1,101,0,0
O=C(OCc1nnc(-c2ccccc2)o1)c1ccc2c(c1)OCO2,-9,109,-10,-13,-10,108,-3,0,102,-2,-5
CCCC1OC23CCCCC2C(C#N)(C(=N)O3)C1(C#N)C#N (centres undefined),-4,101,0,-4,6,97,-13,-4,99,-1,-3
Cc1ccc(C2C(C#N)=C(N)Oc3c2oc(CO)cc3=O)o1 (centres undefined),0,102,0,-5,5,102,-35,-4,101,-2,-4
Cc1ccc(CNC(=O)CCS(=O)(=O)c2ccc(Br)s2)o1,-6,101,-15,-6,14,100,-17,0,99,-1,-3
O=C(NNc1cccc(Cl)n1)Nc1ccccc1F,-5,102,-4,-2,5,?,-51,-1,101,0,0
CCSc1nc2c(c(=O)[nH]1)C(c1cccnc1)C(C(=O)OC)=C(C)N2 (centres undefined),-6,103,-14,-8,-12,100,-17,-1,102,-3,-6
CCC1CCCCN1CCCNC(=O)c1cc2c(=O)[nH]c3ccccc3c2n1C (centres undefined),-4,99,-2,-2,-1,94,-19,-1,98,0,-2
CCOC(=O)Nc1cc2c(cc1C(C)=O)OCO2,-2,93,-8,-4,-10,93,-30,1,95,1,0
CC(C)(C)NC(=O)CCCCCCCC(=O)NC(C)(C)C,1,99,2,1,26,100,6,-2,100,-4,0
NC(=O)Cn1c(=O)oc2ccccc21,-7,100,-10,-6,23,102,4,1,101,0,-1
COC(=O)NNC(=S)Nc1ccc(Br)cc1,-14,102,-7,-3,4,109,-39,-2,103,-2,-5
CCOC(=O)Cn1nc(C)n(-c2ccc(F)cc2)c1=O,-1,103,-6,0,7,?,-19,-1,101,0,-4
COc1cnc(-c2ccccn2)nc1Oc1cccc(Cl)c1,0,100,-8,-3,-17,101,-15,2,101,0,1
NC(=O)COc1c(-c2ccccc2)oc2ccccc2c1=O,0,111,-2,0,17,111,97*,0,115,3,1
O=C(NCCc1c[nH]c2ccccc12)C(=O)NCC1CCCO1 (centres undefined),-3,100,-3,-2,3,?,-80,-1,101,0,1
CC(C)(C)n1nnnc1C(c1ccccn1)N(Cc1ccccc1)Cc1ccc(Cl)cc1 (centres undefined),-2,101,0,5,9,101,1,0,102,2,0
